# Assay outcomes deposited in PubChem BioAssay by The Scripps Research Institute Molecular Screening Center.
# GAA850 FXN act: increases GAA850 frataxin promoter reporter activity. HEK293 lucGAA850 FXN promoter luciferase reporter, 24 h; percent of 10 µM SAHA response. activation, % at 6 µM. actives 0.56% (n = 360,000). AID 540364;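 active = activation above the average of all compounds screened plus 3 SD, cutoff fixed separately per campaign, cut at about 7.5% in these data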;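 also: 0% = DMSO wells and 100% = 10 µM SAHA wells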
# ADAM17 inh: ADAM17 inhibition, QFRET primary screen; recombinant ADAM17, EDANS/DABCYL FRET peptide cleavage; P78536; inhibition, % at 6.95 µM; AID 720648; actives 0.83% (n = 370,000);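 active = inhibition above the mean of compounds lying between control limits plus 3 SD, set per campaign, cut at about 8.5% in these data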;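 also: 0% = DMSO-only wells as the low control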
# Target sequence (P78536 215-824 limits assumed): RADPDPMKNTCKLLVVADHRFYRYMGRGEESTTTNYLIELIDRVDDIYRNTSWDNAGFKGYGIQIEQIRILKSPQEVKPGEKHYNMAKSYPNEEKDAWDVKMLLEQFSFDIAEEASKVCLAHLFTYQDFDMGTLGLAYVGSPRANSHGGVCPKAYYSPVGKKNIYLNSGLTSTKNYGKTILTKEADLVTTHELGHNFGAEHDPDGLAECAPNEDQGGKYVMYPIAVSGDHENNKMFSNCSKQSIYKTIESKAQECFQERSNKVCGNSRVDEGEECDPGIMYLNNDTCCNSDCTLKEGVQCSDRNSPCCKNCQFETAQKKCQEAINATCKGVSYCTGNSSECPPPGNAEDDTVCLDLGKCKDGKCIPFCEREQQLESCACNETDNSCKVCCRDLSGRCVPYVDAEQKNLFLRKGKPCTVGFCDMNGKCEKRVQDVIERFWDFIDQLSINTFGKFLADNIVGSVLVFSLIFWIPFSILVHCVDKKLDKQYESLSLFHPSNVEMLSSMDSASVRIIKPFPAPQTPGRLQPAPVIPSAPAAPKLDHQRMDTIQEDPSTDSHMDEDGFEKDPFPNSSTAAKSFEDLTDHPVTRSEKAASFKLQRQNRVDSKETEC
# ADAM10 inh: inhibits human ADAM10 | O14672 | recombinant ADAM10, EDANS/DABCYL FRET peptide cleavage, 3 h | inhibition, % at 7 µM | actives 0.62% (n = 370,000) | AID 720582;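 active = inhibition above a per-campaign cutoff equal to the mean of compounds falling between control-based bounds plus 3 SD, cut at about 20% in these data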;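 also: 0% = DMSO wells while the 100% control is not disclosed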
# PLC-gamma1 inh: inhibitors of human phospholipase C gamma1 | purified PLC-gamma1, fluorogenic substrate, fluorescence | inhibition, % at 12.2 µM | actives 0.84% (n = 370,000); in the data active = inhibition above about 9.5%
# DAX1 inh-1: inhibitors of human orphan nuclear receptor DAX1 (NR0B1); inhibition, % at 6.75 µM; AID 504766; P51843; HEK293 Gal4-DAX1 luciferase reporter, luminescence; actives 0.99% (n = 340,000);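 active = inhibition above the mean over all tested compounds plus 3 SD, cut at about 4.2% in these data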;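 also: 0% = DAX1-transfected cells with DMSO and 100% = empty-vector control cells with DMSO; inhibition shows as a rise in luminescence from relieved DAX1 repression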
# Target sequence (P51843 207-470 limits assumed): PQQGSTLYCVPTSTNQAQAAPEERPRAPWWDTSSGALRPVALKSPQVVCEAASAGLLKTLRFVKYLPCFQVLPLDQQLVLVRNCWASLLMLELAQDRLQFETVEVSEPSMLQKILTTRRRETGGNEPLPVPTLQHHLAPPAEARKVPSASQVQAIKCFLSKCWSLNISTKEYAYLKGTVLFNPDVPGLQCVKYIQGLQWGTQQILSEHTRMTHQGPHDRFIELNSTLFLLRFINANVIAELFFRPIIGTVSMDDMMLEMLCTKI
# hgDAF-12 ag: activates the H. glycines DAF-12 receptor ligand-binding domain; HEK293 GAL4-hgDAF12 UAS-luciferase reporter, agonist luminescence; normalized to butyrate control; actives 1.8% (n = 370,000); activation, % at 6.8 µM; AID 687014;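 active = activation above a cutoff set at the mean of all screened compounds plus 3 SD, cut at about 10% in these data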;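 also: 0% = DMSO wells and 100% = sodium butyrate wells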
# DAX1 inh-2: DAX1 (NR0B1) inhibition, primary screen; HEK293T StAR-luciferase reporter, SF-1/DAX-1 repression relief; inhibition, % at 6.8 µM; actives 1.1% (n = 370,000); AID 652010;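 active = inhibition above the mean over all tested compounds plus 3 SD, cut at about 3.6% in these data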;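 also: 0% = DAX-1 cells with DMSO and 100% = cells lacking DAX-1 with DMSO; higher inhibition means more luminescence from relief of DAX-1 repression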
# HGIII-sPLA2 inh: Blocks human group III sPLA2 activity. actives 0.56% (n = 370,000). inhibition, % at 12.2 µM. AID 743126. QFRET BODIPY PC-A2 liposome hydrolysis, fluorescence. Q9NZ20;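 active = inhibition above mean plus 3 SD of compounds lying within the high and low control bounds, cut at about 19% in these data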;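 also: 0% = median of test compound wells and 100% = no enzyme DMSO wells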
# PLC-beta3 inh: inhibitors of human phospholipase C beta3 | Purified PLC-beta3, fluorogenic substrate, fluorescence | inhibition, % at 12.2 µM | actives 0.18% (n = 370,000); in the data active = inhibition above about 11%;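 also: 0% = median of compound wells on plate and 100% = full blocker control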
# hcDAF12 agonist: H. contortus DAF-12 activation, primary screen; actives 1.4% (n = 370,000); AID 652067; HEK293 hcDAF-12 lit1-tk-luc reporter, luminescence; 0% DMSO, 100% Δ7-dafachronic acid; activation, % at 6.8 µM;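 active = activation above the mean of all tested compounds plus 3 SD, cut at about 5.5% in these data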;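 also: 100% = response to 3 µM Δ7-dafachronic acid high control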
# ssDAF-12 act: S. stercoralis DAF-12 activation, primary screen; HEK293 ssDAF-12/GRIP1 lit1-tk-luc reporter, luminescence; % of 3 µM dafachronic acid response; activation, % at 6.8 µM; actives 1% (n = 370,000); AID 652126;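 active = activation above the mean over all tested compounds plus 3 SD, cut at about 0.9% in these data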;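 also: 0% = DMSO-only wells and 100% = 3 µM delta7-dafachronic acid wells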
# * hit, by the source's call; · = no result given. No enrichment for hits (roughly 6.9% active in at least one column).
SMILES,GAA850 FXN act,ADAM17 inh,ADAM10 inh,PLC-gamma1 inh,DAX1 inh-1,hgDAF-12 ag,DAX1 inh-2,HGIII-sPLA2 inh,PLC-beta3 inh,hcDAF12 agonist,ssDAF-12 act
CCCSc1nc2c(c(=O)n(C)c(=O)n2C)n1Cc1ccc(C)cc1,-2.5,0.9,3.9,2.7,-0.2,0.7,0.1,-6.8,1.6,0.7,-0.7
C=CCN(CC=C)CCCOc1ccc(Br)cc1Cl,0.4,-1.4,4.1,2.5,-0.6,0.2,0.0,0.1,-2.6,-1.4,-1.1
CSc1nc2nc3c(cc2c(=O)n1-c1ccc(C)cc1)COC(C)(C)C3,1.3,-5.8,-10.8,1.8,-1.3,-1.5,-1.1,-0.3,-10.8,0.5,-1.2
Cc1cccc(NC(=O)C2CC(O)CN2C(=O)OCc2ccccc2)c1 (stereo unspecified),-1.3,-1.0,-4.5,2.0,0.7,0.5,-0.1,-4.5,1.6,0.0,-1.1
COc1ccc(C2=NS(=O)(=O)N(C)C(C(=O)N3CCCCC3)=C2)cc1OC,0.8,3.0,4.3,-54.5,-0.4,1.9,-0.6,0.9,-67.7,-1.2,-1.1
Cc1ccc(CS(=O)(=O)CCC(=O)NC2CC2)cc1,-0.6,-7.1,-0.7,-1.6,1.3,-0.8,0.5,7.0,-1.3,0.9,-1.4
CCc1ccc(-c2nc(CS(=O)CC(=O)NCc3ccccc3)c(C)o2)cc1 (stereo unspecified),-6.1,-3.9,-15.5,-8.6,0.3,-9.5,-5.9,-15.3,-18.0,-4.2,-1.9
CC(C)(C)OC(=O)NCc1cc(F)ccc1/C=C/S(=O)(=O)NCCc1ccccc1,·,4.2,11.5,2.5,·,0.6,-0.9,-3.5,2.1,-0.6,-1.9
COc1ccc(CNC(=O)C2CCCN(Cc3nc(-c4cccc(C)c4)oc3C)C2)cc1 (stereo unspecified),0.2,-0.9,-0.9,-0.2,-2.7,-4.9,-1.1,-17.4,0.9,-3.4,-2.3
COc1ccc(C(=O)C(=O)N2CCN(C(=O)OCc3ccccc3)CC2)cc1,·,0.9,2.0,3.4,·,-4.5,-1.8,-6.5,5.2,-1.4,-1.2
C/C(N)=C(/C#N)C(=O)CN1CCCCC1,1.1,-4.8,-10.7,-3.6,0.7,-0.7,0.3,2.2,-4.6,0.6,-0.9
Cc1c(C(O)(c2ccccc2)c2ccccc2)[n+]2ccccc2n1C,·,-3.4,3.3,2.6,·,-2.1,·,3.1,2.3,-1.4,-1.3
O=C1Nc2ccccc2C(O)(C(=O)NCc2ccc3c(c2)OCO3)N1c1ccc(Cl)c(Cl)c1 (stereo unspecified),0.4,-2.2,1.9,-1.9,1.8,-2.2,-0.1,-6.8,1.0,-0.5,-0.6
COc1ccc(CCNC(=O)/C=C/c2ccc3ccccc3n2)cc1OC,1.6,0.4,-3.9,0.3,-0.9,-5.9,-0.9,-2.8,-2.5,-2.8,-1.4
O=C(CCCOc1ccccc1)N1CCN(C(=O)c2ccco2)CC1,3.3,-1.1,2.6,0.8,0.1,0.9,1.1,-0.1,-2.7,-0.1,-0.7
CN1C(=O)[C@@]2(O[C@H]3c4ccccc4C=CN3C3=C2C(=O)CCC3)c2ccccc21,·,-3.4,-6.1,-30.9,·,0.4,-0.8,-8.2,-40.9,-1.8,-0.9
CNC(=O)c1cnn(-c2nc(-c3ccc(OC)cc3)cs2)c1C(F)(F)F,0.4,-5.1,-7.2,-80.8,0.1,-1.4,-0.3,-6.3,-112.5,-3.4,-1.1
COc1ccc(S(=O)(=O)N2CCC(O)(c3ccc(Cl)cc3)CC2)cc1,-2.8,6.1,8.1,6.8,-0.6,-1.4,-0.3,-6.0,-0.3,-0.7,-1.7
O=C(Cn1nc(-c2cccc([N+](=O)[O-])c2)c2ccccc2c1=O)Nc1cccnc1,4.6,-1.8,0.7,0.7,0.3,-1.3,-0.3,-0.3,2.8,-1.1,-1.5
CCCCOc1ccc(NC(=O)Nc2nnc(C)s2)cc1,2.9,-0.8,-2.5,3.0,1.6,0.4,0.5,6.8,-1.1,8.5*,1.1*
Cc1ccccc1C(=O)OC1OC(=O)C(Cl)=C1N1CCOCC1 (stereo unspecified),0.2,-1.9,-5.5,2.3,-1.5,-1.9,-0.6,-14.3,6.0,1.5,0.0
COc1ccccc1C=C(C(=O)c1ccccc1)c1ccccc1,·,1.6,-14.3,2.5,·,1.0,-0.9,3.2,-2.4,-2.0,-0.9
CC(=O)N(C(C)=O)c1nc(-c2ccccc2)cn1/N=C/c1cccc([N+](=O)[O-])c1,-1.1,-2.7,4.0,-2.1,1.5,1.0,-0.3,2.8,-3.5,-1.1,-0.8
CC(C)c1ccc(/C=C/c2ccc(=O)n(C)n2)cc1,6.5,-61.3,-154.0,-158.1,0.9,19.1*,5.3*,-2.5,-197.2,6.4*,0.4
C/C(=N\O)c1ccc(N2C(=O)C3CC=C(Cl)CC3C2=O)cc1 (stereo unspecified),5.2,-0.6,-0.1,-0.9,5.0*,13.5*,3.5,-4.3,0.6,3.9,0.5
Cc1cnc(C(=O)OCC(=O)Nc2sc3c(c2C(N)=O)CCCC3)cn1,0.1,-0.8,-1.5,0.0,0.2,-1.6,0.2,-1.2,-6.2,2.2,-1.3
O=C(CNCc1ccco1)Nc1ccc(N2CCCCCC2)cc1,1.9,-1.0,-8.1,2.9,-0.5,1.6,0.5,1.9,2.3,0.4,-1.6
CCCCn1c(-c2ccc(Cl)cc2)nc2c(=O)n(C)c(=O)[nH]c21,0.4,-3.7,-6.1,-0.1,0.5,1.6,-0.4,8.6,-4.8,-1.3,-1.4
Nc1ncccc1C(=O)OCC(=O)NC1CCCCCC1,-1.3,-134.9,-420.8,-63.0,0.3,4.4,0.0,-4.9,-82.7,-1.0,-0.7
CCc1cc(C(=O)OC)c(NC(=O)CCCC(=O)O)s1,-1.1,1.6,6.5,1.7,-1.0,2.2,0.1,3.2,0.6,0.9,-1.1
O=C1Nc2ccccc2C12OCCO2,0.7,0.2,-4.5,4.8,1.7,-0.4,0.0,9.7,1.9,0.0,-1.7
O=C(NCc1ccccc1)c1ccc(F)c(F)c1,3.5,-0.5,-2.3,2.0,0.2,-0.6,-0.4,-2.3,3.9,-0.1,-1.1
O=C(CN1C(=O)c2ccccc2C1=O)OCC(=O)c1ccccc1,-0.6,0.2,-8.5,2.1,0.1,0.1,-0.1,7.7,-5.5,0.1,-1.3
COc1ccccc1OCC(=O)Nc1ccccc1C(=O)NCc1ccco1,-0.6,0.4,6.0,0.0,-0.8,-1.7,0.2,-2.0,-1.7,-1.3,-1.5
CC(=C/c1ccccc1)/C=C1/SC(N2CCOCC2)=NC1=O,4.0,-1.1,3.1,0.5,-1.0,-0.2,0.9,-2.8,-7.8,1.2,-1.0
O=C(c1cc(F)ccc1F)N1CCCC(c2nc(-c3cccs3)no2)C1 (stereo unspecified),·,-0.3,-4.2,-3.1,·,4.8,0.6,-4.5,1.6,-2.0,-0.8
CCOC(=O)C1=CCC(c2ccc(CC)cc2)N(S(=O)(=O)c2ccc(C)cc2)C1 (stereo unspecified),·,3.1,-13.8,2.7,·,3.0,-1.5,3.8,-2.1,-0.1,-1.4
O=C(O)c1cc2ccccc2cc1Nc1ccccc1,2.6,-2.6,-1.4,-5.6,-2.1,2.9,-0.5,-8.1,-15.4,1.5,0.0
COc1cc(CC2COC(=O)C2(O)Cc2ccc(O)c(OC)c2)ccc1O (stereo unspecified),-3.5,0.3,-12.3,-2.6,-5.7,-3.9,-4.0,-3.8,2.6,-4.6,-2.3
CCOC(=O)C1CCN(CCCSc2ccc(C)cc2)CC1,-2.2,-3.7,0.6,1.7,2.3,0.8,0.2,-0.7,-2.2,1.6,-1.7
O=C(c1ccccc1NS(=O)(=O)c1cccc(C(F)(F)F)c1)N1CCc2ccccc21,-0.4,1.3,-0.4,1.0,0.1,-2.3,0.0,-21.7,1.1,0.2,-0.1
Cc1ccc(C2C3=C(CCCC3=O)Nc3[nH]c(=S)[nH]c(=O)c32)cc1 (stereo unspecified),0.4,-4.3,-21.4,-9.4,-0.5,3.2,0.2,8.6,-9.9,-0.4,-0.7
COc1ccc(C(=O)CSc2nncn2C)cc1,1.9,-3.2,1.6,1.0,-1.1,-0.1,0.3,-3.3,-1.5,-0.1,-0.6
COc1ccccc1C(=O)COC(=O)c1nc(Cl)ccc1Cl,1.1,-7.2,-6.5,-3.1,2.0,0.7,-0.6,-5.2,-9.2,1.2,-0.2
CN(CCCNC(=O)CCc1cn(C)c2ccccc12)C1CCCCC1,-0.1,3.4,-7.8,1.3,-0.5,1.5,0.0,8.9,-13.2,-0.6,-1.3
CCOC(=O)COc1ccc2c(c1)c(C(=O)OCC)c(C)n2CC,0.9,0.0,-1.6,1.1,1.8,-0.4,-0.1,3.8,-2.2,-0.5,-1.4
CN(C)C(=O)CCCCCCCCC(=O)N(C)C,0.9,2.6,11.6,1.1,·,-0.1,0.1,-0.1,-3.1,-0.6,-1.6
N#Cc1ccc(OCC(=O)N[C@@H](Cc2ccccc2)c2nc3ccccc3[nH]2)cc1,·,1.4,3.5,4.2,·,0.4,0.2,-4.7,-4.8,0.5,-1.3
O=C(Nc1cnccn1)c1cccnc1,-2.3,0.2,7.3,1.1,0.8,-2.3,-0.8,2.8,0.3,-0.9,-1.4
CC(C)(C)OC(=O)N1CCC2(CC1)C(C#N)=C(N)OC1=C2C(=O)CCC1,-2.5,-6.5,-15.6,-3.2,0.4,0.0,-1.0,7.5,-14.3,0.8,-1.2
CCOC(=O)C=C(OC(=O)c1ccc(OC)cc1)c1ccccc1,3.1,2.0,-3.9,-0.1,-0.5,-3.0,-1.2,6.0,-13.4,1.2,-2.0
CCOC(=O)c1cccc(-c2cc(C(C)=O)c3n(c2=O)CCC3)c1,·,-2.7,-8.3,-1.7,·,0.4,0.2,2.6,-4.5,-0.8,-1.1
COc1cccc(CNC(=O)CCCn2nc(C)n3c(cc4sccc43)c2=O)c1,0.1,-5.0,3.8,1.2,1.0,-1.9,-0.5,4.1,-4.4,-1.4,-1.2
O=C(CN1C(=O)NC2(CCc3ccccc32)C1=O)Nc1cc(C(F)(F)F)ccc1N1CCOCC1 (stereo unspecified),·,1.2,13.1,0.4,·,-3.7,-0.5,-19.6,5.8,-0.4,-1.1
COc1ccc(NC(=O)c2scc(S(=O)(=O)C(C)C)c2N)cc1,5.6,0.2,-33.5,-2.5,2.5,10.9*,2.3,-1.0,-6.6,4.7,1.2*
CSC1=NCCN1C(=O)c1cccc(C(F)(F)F)c1,-0.5,2.0,-1.4,0.8,0.0,-0.9,-0.4,-6.0,-0.1,-1.0,-0.8
CCNC(=O)C(=O)NCCc1ccc(Cl)cc1,1.6,-6.4,2.9,-1.5,-0.2,-0.4,1.2,-3.0,-0.7,0.5,-1.2
